Large T inhibition: SV40 large T antigen inhibitors, biochemical (AID 1903); SV40 large T antigen ATPase/helicase inhibition assay; higher % means a stronger effect; inhibition, % at 20 µM; hits with a dose series show IC50 in µM; hit rate 0.39% among 310,000; in the data active means a potency from the dose series; inconclusive means inhibition mostly from about 32% at the one dose, without a potency; inactive means the rest, 99 in 100 with inhibition below about 32%; further: strong numbers were not always called active
NTR1 agonist: agonists of NTR1, primary screen, imaging, U2OS cells, beta-arrestin-GFP, high content (AID 493036) | P30989 | NTR1-U2OS beta-arrestin-GFP spot imaging, agonist mode | activation, % at 20 µM | hit rate 0.17% among 330,000;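 active means activation at or above 40% of the spot to cytoplasm intensity ratio, with at least 20 cells analyzed; inconclusive means wells under 20 cells, flagged as cytotoxic or low count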;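 further: 0% = DMSO without peptide and 100% = 100 nM NTR1 peptide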
Target sequence (P30989 whole entry, looked up): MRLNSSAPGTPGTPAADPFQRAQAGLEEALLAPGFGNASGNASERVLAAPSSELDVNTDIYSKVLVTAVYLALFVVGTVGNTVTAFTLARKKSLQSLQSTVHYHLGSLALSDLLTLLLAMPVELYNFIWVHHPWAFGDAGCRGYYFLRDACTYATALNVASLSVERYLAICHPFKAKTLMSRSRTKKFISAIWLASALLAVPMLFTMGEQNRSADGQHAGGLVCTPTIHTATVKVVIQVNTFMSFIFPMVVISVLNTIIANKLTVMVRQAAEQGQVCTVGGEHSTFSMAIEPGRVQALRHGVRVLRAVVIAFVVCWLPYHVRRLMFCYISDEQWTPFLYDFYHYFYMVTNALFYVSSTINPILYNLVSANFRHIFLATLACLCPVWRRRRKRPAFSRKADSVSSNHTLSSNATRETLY
K1F lysis inhibition: protection from phage-mediated lysis, alamar blue read-out – E. coli UTI89, K1F phage, bacterial capsule biogenesis inhibitors (AID 488966); E. coli UTI89 K1F phage lysis, alamar blue, 2 h; higher % means a stronger effect; one-dose inhibition, % at 100 µM; IC50 in µM for titrated hits; hit rate 0.02% among 340,000;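 active means phage lysis inhibition, versus mean bacterial control, above a set limit; inconclusive means no clear call, values can overlap the other calls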;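 further: capsule biogenesis inhibitors block K1F phage lysis so surviving cells raise fluorescence; higher fluorescence means more inhibition of phage lysis; actives were called in the ten point dose series up to 300 µM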
RSV CPE inhibition: inhibition of RSV-induced cytopathic effect – HEp-2 cells, primary 10 µM value included (AID 2391); hit rate 0.13% among 310,000; CPE inhibition, % at 10 µM; hits with a dose series show IC50 in µM; HEp-2 cells, RSV-induced CPE inhibition; higher % means a stronger effect; in the data active means a potency from the dose series; inconclusive means CPE inhibition mostly from about 23% at the one dose, without a potency; inactive means the rest, 99 in 100 with CPE inhibition below about 21%; further: strong numbers were not always called active
MgcRacGAP inhibition: MgcRacGAP GTPase-activating activity inhibitors, confirmation, biochemical, ADP Hunter fluorescence. AID 624330. one-dose inhibition, % at 30 µM; IC50 in µM for titrated hits. MgcRacGAP-stimulated Rac1 GTP hydrolysis, ADP Hunter fluorescence; higher % means a stronger effect; GST-tagged Rac1 F28L mutant substrate. hit rate 0.6% among 340,000;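 active means first-screen hits whose inhibition reached a set limit at any dose in the follow-up dose series; inconclusive means inhibition above the set first-screen limit but never retested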;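 further: fluorescence reports GDP produced by GAP-driven GTP hydrolysis; strong numbers were not always called active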
AID2073: disruptors of CaV2.2 binding to Mint1 – biochemical, HTRF (AID 2073); HTRF protein-protein interaction, Mint1-CaV2.2; higher % means a stronger effect; inhibition, % at 20 µM; hits with a dose series show IC50 in µM; hit rate 0.19% among 290,000; in the data active means inhibition mostly above about 51%, no sharp cut-off; inconclusive means no clear call, values can overlap the other calls; inactive means mostly below about 53%; further: some results filed as inactive read as strong as hits
NS5 inhibitors: flavivirus cap methylation enzyme inhibition – biochemical, confirmation dose response, primary screen (AID 588689); Dengue-2 NS5 methyltransferase capping enzyme assay, biochemical; higher % means a stronger effect; inhibition, % at 25 µM; hits with a dose series show IC50 in µM; hit rate 0.3% among 340,000; in the data active means a potency from the dose series; inconclusive means inhibition above about 29% without an active follow-up result
West Nile virus CPE: West Nile virus antiviral activity, cell-based, CPE readout (AID 1621); West Nile virus-infected cells, CPE inhibition; higher % means a stronger effect; one-dose CPE inhibition, % at 10 µM; IC50 in µM for titrated hits; hit rate 0.02% among 290,000; in the data active means a potency from the dose series; inconclusive means CPE inhibition mostly from about 3.7% at the one dose, without a potency; inactive means the rest, 99 in 100 with CPE inhibition below about 2.2%; further: strong numbers were not always called active
Siah-1 displacement: Siah-1 peptide-binding antagonists, primary screen, biochemical, fluorescence polarization, rhodamine-plectin, uHTS (AID 1817); Siah-1 / rhodamine-plectin peptide fluorescence polarization; higher % means a stronger effect; displacement, % at 20 µM; hits with a dose series show IC50 in µM; hit rate 0.02% among 290,000;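 active means displacement of at least 50% at 20 µM, with a fluorescence ratio check between 0.3 and a set limit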;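 further: plate controls were Siah plus tracer with DMSO for no effect and tracer alone without Siah for full effect; strong numbers were not always called active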
NTR1 agonist cell count 20 µM: further read-out of NTR1 agonist, marked with its call; cell count; measured here: cell count, cytotoxicity flag
NS5 inhibitors pilot replicate: further read-out of NS5 inhibitors, marked with its call; inhibition, %; measured here: pilot screen replicate inhibition
Active calls of the source: *; ? = inconclusive; . = not tested or not shown; [ ] = dose if it differs, or a comment.

SMILES	Large T inhibition	NTR1 agonist	NTR1 agonist cell count 20 µM	K1F lysis inhibition	RSV CPE inhibition	MgcRacGAP inhibition	AID2073	NS5 inhibitors	West Nile virus CPE	Siah-1 displacement	others
CC(C)NC(=O)COCc1cc(-c2ccc3c(c2)OCO3)on1	0%	0.3	92	0.1%	0.6%	-5%	-1%	-5%	0.3%	-1%
C/C(=N/NC(=O)c1ccc(Cl)s1)c1ccc(NC(=O)COc2ccc(Cl)cc2)cc1	3%	0.0	86	-4.9%	16%	0%	24%	-3%	-0.2%	2%
COc1ccc(C(c2c(C)n(C)n(-c3ccccc3)c2=O)c2c(C)n(C)n(-c3ccccc3)c2=O)cc1O	8%	-0.1	34	.	2.5%	.	-7%	.	-0.7%	-1%
COc1cc(CC(=O)OCC(=O)N2CCCCC2)cc(OC)c1OC	0%	0.7	101	1.8%	1.6%	.	2%	-5%	-0.7%	0%
CC[C@]1(C(=O)OC)[C@H]2C(=O)N(C)C(=O)[C@H]2[C@H]2CN=C(SCc3ccccc3)N21	.	4.1	66	0.1%	.	9%	.	-5%	.	.	NS5 inhibitors pilot replicate=-1.8
CC1C(=O)Nc2ccc(S(=O)(=O)N3CCN(c4cccc(Cl)c4)CC3)cc2NC1=O (stereo not drawn)	6%	0.7	87	11%	4.9%	7%	-1%	-3%	-0.5%	5%
COCCNC(=O)C(c1ccccc1C)N(C(=O)Cn1nnc2ccccc21)c1cccnc1 (stereo not drawn)	7%	-0.3	71	2.2%	1.8%	14%	4%	3%	-0.3%	9%
CCC(=O)Nc1c(C)cc(C)cc1Cl	10%	-0.3	59	0.7%	1.6%	12%	-5%	-2%	0.2%	-2%
c1ccc(-n2nnnc2N2CCOCC2)cc1	5%	0.1	62	0.2%	0.6%	3%	8%	-1%	0.1%	-1%
Cc1cc(Cl)c(OCCCn2ccnc2)c(Br)c1	3%	1.8	65	7.2%[50 µM]	19%	25%	-6%	-10%	-1.7%	-1%
NC(=O)Oc1cccc(OC(N)=O)c1	14%	1.7	89	0.1%	1.9%	15%	18%	1%	1.2%	0%
CC1CN(CCS(=O)(=O)c2cc(Cl)ccc2Cl)CC(C)O1 (stereo not drawn)	8%	0.5	59	0.1%	4.4%	5%	6%	-4%	-0.1%	-1%
CN(C)C(=O)c1cc(C(=O)c2c(F)cccc2F)c[nH]1	1%	-1.7	38	0.3%	0.4%	.	8%	-12%	-0.1%	0%
CCCc1cc(=O)[nH]c(SCC(=O)c2cc(C)n(C)c2C)n1	8%	0.7	41	1.8%	1.8%	-7%	-21%	8%	0.0%	-3%
CCOc1ccccc1N1CCN(C(=O)CCCc2nc3ccccc3s2)CC1	13%	1.5	59	2.2%	0.6%	4%	4%	-4%	0.0%	-1%
CN(CC(=O)NC1CC1)S(=O)(=O)c1ccc(F)cc1	8%	-0.7	37	0.1%	0.1%	8%	10%	-2%	-0.1%	-3%
CCOc1cc(/C=N\Nc2ncc(F)c(N3CCOCC3)n2)ccc1Oc1nc(Cl)ncc1F	11%	6.4	46	5.1%	?	8%	14%	-1%	0.2%	2%
C=CCn1c(SCC(=O)NC2CCS(=O)(=O)C2)nc2sc(CC)cc2c1=O (stereo not drawn)	6%	0.7	56	0.2%	1.2%	7%	-4%	-1%	0.2%	-2%
Cc1ccc(NC(=O)c2ccccc2OCc2c(C)noc2C)cc1S(=O)(=O)N(C)C	.	-2.3	54	-0.1%[50 µM]	1.4%	4%	.	2%	.	.
O=S(=O)(Oc1ccccc1)c1cccnc1	20%	-1.6	48	-0.3%	1.9%	-7%	.	-10%	.	.
NC(=O)c1ccccc1NC(=O)CC12CC3CC(CC(C3)C1)C2	8%	0.0	69	0.1%	7.0%	5%	12%	7%	-1.2%	6%
O=C1c2cnc3nc(SCc4ccc(Cl)cc4)nn3c2CC2c3ccccc3CCN12 (stereo not drawn)	23%	7.8	102	0.1%	-0.1%	-5%	20%	1%	-1.2%	1%
CC(=O)N(c1ccc(Cl)cc1)c1c[nH]c2ccccc12	-3%	1.8	68	0.4%	1.8%	3%	16%	-7%	-0.8%	6%
COc1ccc(C2C(C)C3(O)CC(C#N)(C(=O)N3)C2(C#N)C#N)cc1 (stereo not drawn)	3%	-0.9	59	0.2%	1.5%	8%	2%	0%	0.1%	14%
COc1cccc(N=c2oc3cc(O)ccc3cc2C(=O)NCC2CCCO2)c1 (stereo not drawn)	25%	5.2	49	0.3%	-1.3%	4%	16%	-26%	1.1%	19%
COc1cc(C2CC(=O)Oc3cc(O)ccc32)cc(OC)c1OC (stereo not drawn)	.	4.2	64	0.3%	.	11%	.	2%	.	.	NS5 inhibitors pilot replicate=3.6
CNS(=O)(=O)c1ccc(CCC(=O)N2CCOCC2)cc1	21%	.	.	0.4%	1.8%	5%	.	-12%	-0.1%	.
O=C(/C=C/c1ccc(F)cc1)NC(Cc1c[nH]c2ccccc12)C(=O)O (stereo not drawn)	11%	0.4	30	0.0%	-0.9%	-5%	6%	.	0.2%	5%
O=C(N1CCOCC1)C12CCC3CC(CC(C3)C1)C2	1%	1.9	57	0.2%[50 µM]	1.7%	0%	4%	2%	0.1%	5%
CCCn1c(=O)c(C(=O)Nc2ccccc2C(=O)OCC)c(O)c2ccccc21	0%	16	69	6.8%	4.3%	11%	11%	1%	-0.1%	4%
COc1cc(NC(=O)c2cc(C)nc3ccccc23)cc(OC)c1	10%	-1.6	29	0.0%	0.2%	-11%	29%	1%	0.0%	17%
O=C(Nc1cccc(-c2ccc3nncn3n2)c1)C(F)(F)F	-2%	1.1	76	0.4%	2.4%	8%	7%	0%	0.2%	-3%
Cc1ccc(N(C(=O)CNC(=O)c2cccs2)C(C(=O)NC2CCCC2)c2ccncc2)cc1 (stereo not drawn)	1%	0.0	60	-0.4%	0.7%	-4%	8%	-12%	-0.8%	-2%
Cc1ccc(S(=O)(=O)N2CCCC2CNC(=O)C(=O)NC2CC2)cc1 (stereo not drawn)	12%	0.2	56	1.1%[50 µM]	-1.9%	9%	.	-3%	.	.
COc1cc(OC)cc(-c2c(-c3cccs3)c3cc(-c4ccc(CN5CCOCC5)cc4)ccc3n2C)c1	.	4.2	56	1.4%	.	7%	.	-1%	.	.
CC(C)(/C=N/NC(=O)CSCc1ccccc1Cl)CCC#N	6%	-0.2	57	12%	2.3%	5%	-5%	4%	-0.4%	6%
CCN1C(=O)[C@@H]2[C@H](C1=O)[C@@H]1C[C@H]3C(=O)N(CC)C(=O)[C@H]3[C@@H]3C1=C(C(=O)N1C(=O)OC(=NCC4CC4)[C@]31C)[C@@H]2C	-3%	-2.7	102	0.2%	0.8%	1%	5%	-1%	-0.3%	12%
CCOc1ccc(S(=O)(=O)N2CCN(c3ccc(OC)cc3)CC2)c2cccnc12	32%	1.1	95	-1.1%	?	22%	-2%	11%	-0.8%	1%
O=C(NCc1ccco1)Oc1ccccc1	-2%	-0.6	73	0.8%	1.4%	5%	9%	-12%	0.1%	4%
COc1cccc(/C=N/Nc2nc(-c3cccnc3)nc3ccccc23)c1	6%	12	54	0.0%	0.6%	14%	6%	-2%	0.1%	13%
CCn1c(CC(=O)Nc2ccc(F)cc2)nnc1SCC(=O)Nc1nnc(C)s1	2%	0.2	42	-0.1%	0.2%	0%	1%	-3%	0.0%	-3%
CN(C(=O)CS(=O)(=O)Cc1ccccc1Cl)c1ccccc1	24%	2.3	37	14%	1.0%	1%	1%	1%	1.1%	0%
Cc1ccc(C(=O)N2CCC(Cc3ccccc3)CC2)cc1[N+](=O)[O-]	6%	-0.3	44	0.0%	6.0%	5%	-16%	-10%	-1.6%	2%
CC(C)(C)OC(=O)NCCCC1=CC2=CC(=O)C(C)(O)C(=O)C2=CO1 (stereo not drawn)	12%	-4.4	107	.	1.2%	.	.	.	0.3%	.
COc1ccc(OC)c(-c2csc(NC(=O)CSc3ccc([N+](=O)[O-])cc3)n2)c1	7%	3.2	74	0.3%	?	12%	1%	-5%	-0.8%	-1%
CN(C)c1ccc(CNn2cnnc2SCC(=O)NC(C)(C)C)cc1	17%	1.0	78	0.3%	2.0%	14%	-8%	1%	-0.1%	-4%
COc1cccc(C(=O)/C=C/Nc2cc(C)ccc2O)c1	7%	25	83	2.0%	-0.9%	10%	-11%	-14%	-1.2%	5%	NS5 inhibitors pilot replicate=-0.3
Cc1cccc(NS(=O)(=O)c2cnc[nH]2)c1	5%	1.8	67	1.6%[50 µM]	-0.1%	-1%	-2%	2%	0.0%	-3%
COc1cccc(C(C#N)N2CCCCC2)c1O (stereo not drawn)	7%	0.0	53	1.9%	1.2%	11%	-12%	5%	0.7%	-6%
O=C(COC(=O)c1cncc(Br)c1)NCc1ccccc1	8%	0.7	53	0.6%	0.6%	14%	13%	1%	-0.1%	-4%
Cc1cc(C)n(C(C)CC(=O)Nc2ccc3c(c2)OCO3)n1 (stereo not drawn)	9%	-0.1	74	0.1%	1.6%	6%	13%	3%	0.3%	-2%
CC(C)c1ccccc1N=C1SCCN1C1CCS(=O)(=O)C1 (stereo not drawn)	17%	-1.3	59	-0.3%	0.5%	0%	-1%	-6%	-0.4%	3%
O=C(NC(=S)Nc1ccccc1N1CCOCC1)c1ccccc1F	5%	5.7	55	-0.2%	14%	6%	5%	-6%	1.5%	1%
Nc1nc(SCC(=O)Nc2cccc(S(=O)(=O)N3CCCCCC3)c2)n[nH]1	10%	0.0	51	0.6%	1.2%	-3%	6%	7%	0.1%	-5%
Cc1c(C(=O)Nc2cnccn2)oc2ccccc12	-1%	0.9	48	-0.4%	3.4%	6%	-7%	-4%	2.6%	7%
CCN(C1CCS(=O)(=O)C1)S(=O)(=O)c1ccc2ccccc2c1 (stereo not drawn)	18%	-0.9	58	0.6%[50 µM]	-0.1%	3%	.	-4%	.	.
COc1ccccc1C(=O)NCCc1nc2ccccc2[nH]1	2%	1.4	44	0.6%	0.5%	0%	-6%	2%	0.1%	2%
COc1ccc(C2C(C(=O)c3cccs3)=C(O)C(=O)N2c2nnc(C)s2)cc1OC (stereo not drawn)	2%	0.2	49	2.2%	-1.1%	14%	11%	?	0.3%	0%

Compound activity: PubChem, several laboratories
